EWS-Fli inh: EWS/Fli transcriptional activity inhibition; A673 NR0B1-luciferase reporter, viability-normalised; inhibition, % at 12.6 µM; 0.67% of 350,000 active;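 active = mean inhibition of at least 50% after viability correction, with every replicate also passing that limit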;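 also: firefly luciferase signal divided by Alamar Blue viability fluorescence both relative to DMSO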
INS-1E GSIS act: GLuc luminescence reporter in INS-1E cells, primary screen for activators of glucose-dependent secretion of insulin; activation, % at 16.6 µM; 0.61% of 370,000 active; AID 743287; INS-1E GLuc reporter insulin secretion, 2-3 h;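 active = lowest replicate activation of at least 40%, so every replicate reaches that level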;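 also: 0% = median of neutral control wells and 100% = median of IBMX positive control wells; some compounds called inactive have numbers as strong as hits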
miR-122 sensor: inhibitors of miR-122 in Huh7 cells | Huh7 miR-122 Renilla luciferase sensor, 48 h; neutral wells = 0, positive control = 100 | activation (reporter increase), % at 12.5 µM | 0.3% of 340,000 active | AID 602342;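 active = mean replicate activation score at least 90 and every replicate individually at or above 90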;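 also: higher luciferase means less miR-122 activity so hits act as miR-122 inhibitors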
PAX8 inh HTS: lowers PAX8-driven luciferase in RMG-I cells; RMG-I TPO-luciferase reporter, SteadyGlo, 24 h; inhibition, % at 12.6 µM; 1.2% of 360,000 active;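 active = mean replicate inhibition at least 60% with every replicate also reaching 60%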;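 also: luciferase light reporting Pax8 driven TPO promoter activity; plate controls were median of neutral control wells for no effect and mitoxantrone controls for full effect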
CFTR F508del cor: CFTR F508del correction in bronchial cells; CFBE cells, YFP halide quenching; stimulated with forskolin plus potentiator P3; % fluorescence drop versus neutral controls; activity (quench increase), % at 7.58 µM; 0.36% of 350,000 active;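 active = mean added fluorescence quench of at least 8% versus neutral control, with both replicates also reaching 8%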;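 also: cells transiently co-express mutant CFTR-F508del with the halide-sensitive YFP; corrector assay measuring rescue of mutant channel to the surface after 24 h compound exposure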
FN deposit inh: fibronectin deposition inhibition | AH1F fibroblasts, Alexa488-fibronectin deposition fluorescence, overnight | inhibition, % at 12.6 µM | 0.086% of 350,000 active;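 active = mean inhibition across replicates of 30% or more, regardless of how many single replicates reach that level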;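 also: positive control wells lacked labelled fibronectin entirely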
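Measured by – fluorescence 485/525 nm · System – AH1F fibroblast monolayer, labelled fibronectin deposition · Amount – 10000 cells per well · Buffer or medium – serum-reduced DMEM (2% serum) · Doses – single dose, pinned · Also added – fluorescent fibronectin at 24 nM final · Schedule – 1 h cell attachment, overnight exposure to compound and label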
DENV2 CPE rescue: DENV2-induced cell death inhibition. DENV2-infected cells, cytopathic effect rescue, plate reader. CPE inhibition, % at 9.99 µM. 1.7% of 350,000 active; in the data active = CPE inhibition above about 20%, passing the limit was not always enough; tested in BHK-21 cells;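 also: 0% = median of neutral control wells and 100% = median of positive control wells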
* = called active by the depositor; · = no result given; & = joins results of further samples; [ ] = dose if it differs, or a comment.

SMILES	EWS-Fli inh	INS-1E GSIS act	miR-122 sensor	PAX8 inh HTS	CFTR F508del cor	FN deposit inh	DENV2 CPE rescue
Cc1ccc(-c2cnc3c(c2)C(=O)N([C@H](C)CO)C[C@@H](C)[C@@H](CN(C)C(=O)CN(C)C)O3)cc1	-18	26	·	-22	1.6	·	-3
COc1cccc(C#Cc2cnc3c(c2)C(=O)N([C@@H](C)CO)C[C@@H](C)[C@@H](CN(C)C)O3)c1	-6	12	-12[16.7 µM]	-19	-0.7	6	5
CC1CCN(CCCNC(=O)C2CC(=O)N(CCc3ccccc3)C2)CC1 (stereo not drawn)	9	-7	-2	16	2.2	4	8
Cc1c(Cl)cnc(NC(=O)CSc2nncs2)c1Cl	-1	16	-1	-6	·	4	-2
O=C(C[C@@H]1CC[C@@H]2[C@H](COC[C@@H](O)CN2C(=O)Nc2cc(Cl)cc(Cl)c2)O1)NCC1CCCCC1	7	-1	-9[16.7 µM]	27	0.1	-12	-23
Nc1ncnc(N)c1NC(=O)c1cc(Cl)c(OCc2ccccc2)c(Cl)c1	-7	·	·	-2	2.8	·	1
CSc1sc(C(=O)N(C)C)c2c1S(=O)(=O)N(C)c1ccccc1-2	0	-17	·	12	-1.0	-9	2
CC(CN1CCCCC1)OC(=O)c1cccc(F)c1 (stereo not drawn)	-25	8	-8	-13	1.0	-1	0
O=C1NCC(COc2ccc([N+](=O)[O-])cc2)O1 (stereo not drawn)	-7	-1	·	-38	2.9	0	-6
CCNc1nc(NCC)nc(SCC(C)=O)n1	-3	21	-5	4	-0.7	-20	-4
CC1(C)Cc2c(sc(NC(=O)c3ccc(C(=O)c4ccccc4)cc3)c2C(N)=O)C(C)(C)N1	·	-14	-3	35	0.8	1	4
CC(C)C[C@@H]1NC(=O)[C@@H]2CSCCS(=O)(=O)N2C1=O	-12	33	·	-15	0.2	-1	-1
COc1ccc(OCCOC(=O)c2cc(S(=O)(=O)N3CCOCC3)c(Cl)cc2Cl)cc1	0	-5	-1	7	-2.8	-4	5
CO[C@H]1CN(C)C(=O)c2ccc(NS(=O)(=O)c3ccccc3)cc2OC[C@@H](C)N(C(=O)NC(C)C)C[C@@H]1C	-5	7	7[16.7 µM]	·	1.6	3	11
COCCCN1C2=C(C(=O)CC(C)(C)C2)C(c2ccc(O)c(OC)c2)C2=C1CC(C)(C)CC2=O	1	·	9	-11	-0.9	-20	2
CCN(CC)S(=O)(=O)c1ccc(O)c(C(=O)OCC(=O)N2CCCc3ccccc32)c1	3	-43	2	-4	2.2	5	-2
CSc1ccc(CNC(=O)C2(C)CCCN(C(C)=O)C2)cc1 (stereo not drawn)	-11	21	-6	6	0.0	15	9
C[C@@H]1CN([C@@H](C)CO)C(=O)c2cc(NC(=O)CCC(F)(F)F)ccc2O[C@@H](C)CCCCO[C@H]1CN(C)C(=O)Nc1ccc(C(F)(F)F)cc1	4	-12	-2[16.7 µM]	26	1.1	·	-4
Cc1ccccc1OCC(=O)Nc1ccc2c(c1)C(=O)N(CCC(=O)O)C2=O	·	9	-7	5	0.1	·	2
CCCCN(C(=O)c1c(C)[nH]c(C(=O)OCC)c1C)c1ccccc1	·	-33	-4	·	·	15	·
CO[C@@H]1CN(C)C(=O)c2cc(NS(=O)(=O)c3ccc(C)cc3)ccc2OC[C@@H](C)N(Cc2nccs2)C[C@H]1C	7	-15	·	3	-1.0	-1	-6
CN(C)c1ccc(C2C3C(=O)NC(=O)C3ON2c2ccc(Cl)cc2)cc1 (stereo not drawn)	-20	-3	-3	-31	1.8	2	-5
CCCNc1c(NC(=O)c2cccs2)c(=O)oc2ccccc12	0	9	-1	14	0.5	-5	12
O=c1[nH]c(SCCOc2cccc3ccccc23)nc2ccccc12	-37	-6	·	3	-2.1	10	15
CCc1ccc(OCC(=O)Nc2ccc3c(c2)COC3=O)cc1	·	·	-3	0	·	1	·
Cc1ccc(/C=N/NC(=O)NN(C)c2ncc(C(F)(F)F)cc2Cl)cc1	1	-2	-1	3	-1.5	6	3
CC(C)NC(=O)N(C)C[C@H]1Oc2c(NC(=O)Nc3ccccc3)cccc2C(=O)N([C@H](C)CO)C[C@@H]1C	-1&2	23&8	23[16.7 µM]	1&3	3.5&0.3	-1	-18&-4
C[C@@H]1CN([C@H](C)CO)C(=O)CCCn2cc(nn2)CO[C@@H]1CN(C)Cc1ccc(-c2ccccc2)cc1	-5	36	-1[16.7 µM]	-6	-0.4	16	·
O=C(CSc1nc(N2CCOCC2)nc(N2CCOCC2)n1)Nc1ccc(Cl)cc1Cl	16	21	·	9	1.0	12	-2
CC1CC(C)CN(CCCNC(=O)Cc2c(C(=O)O)n(C)c3ccccc23)C1 (stereo not drawn)	0	-2	-1	·	-3.8	·	·
C=CCN(c1ccccc1OC)S(=O)(=O)c1cccc(C(=O)Nc2nnc(C3CC3)s2)c1	7	-7	·	11	-7.6	-3	-1
CN1CCc2c(sc(NC(=O)c3ccc(S(=O)(=O)N4CCc5ccccc54)cc3)c2C(N)=O)C1	43	8	·	39	1.7	6	-15
Cc1ccc(NC(=O)C2C(c3ccccc3)C2(Cl)Cl)c(C)c1 (stereo not drawn)	·	-28	-1	12	·	3	·
CCOC(=O)N1CC=C2C(C#N)=C(N)C(C#N)(C#N)[C@H](c3ccc(OCC)c(OCC)c3)[C@H]2C1	0	·	-3	·	1.7	·	-5
C[C@@H]1CN([C@@H](C)CO)C(=O)c2cc(C#CC3CC3)cnc2O[C@H]1CN(C)S(=O)(=O)c1cccc(F)c1	-7	-4	0[16.7 µM]	·	0.1	·	-10
COC(=O)c1c(C)oc(C)c1S(=O)(=O)N1CCOCC1	4	14	·	-15	-1.5	-8	-2
CC(C)CC#Cc1cnc2c(c1)C(=O)N([C@@H](C)CO)C[C@H](C)[C@H](CN(C)C(=O)Nc1cc(F)ccc1F)O2	-14	-18	-3[16.7 µM]	4	-0.6	·	-7
O=C1c2cc([N+](=O)[O-])ccc2-c2cc(Cl)c(NC(=O)C(F)(F)F)cc21	12	15	-2	·	0.6	-5	-7
CCCN(C)C[C@@H]1Oc2ncc(-c3ccccc3OC)cc2C(=O)N([C@@H](C)CO)C[C@@H]1C	-5	15	-4[16.7 µM]	·	1.5	-8	2
c1ccc(C[n+]2c(-c3ccccc3)csc2Nc2ccccc2)cc1	-25	5	3	36	2.9	-13	-2
CC(=O)Nc1ccc(OCC(O)Cn2nc(C)nc2C)cc1 (stereo not drawn)	·	5	-3	·	·	-4	·
CCCCC[C@@H]1C=C(C(=O)O)[C@H](c2ccc(OC)c(OC)c2)N1S(=O)(=O)c1ccc(C)cc1	-17	3	1	-19	1.0	-14	-5
CN(C)S(=O)(=O)c1cccc(COC(=O)CCNC(=O)c2ccc([N+](=O)[O-])cc2)c1	12	2	-5	-1	-2.0	-1	5
COc1cccc(CN2CC3(C2)CN(C(=O)Nc2ccc(F)cc2)[C@@H](CO)c2c3c3ccc(OC)cc3n2C)c1	16	-27	·	·	-0.7	·	-13
O=C(NCC[C@H]1CC[C@H](NC(=O)c2ccc3c(c2)OCO3)[C@@H](CO)O1)Nc1cc(F)ccc1F	-2	-10	-10[16.7 µM]	12	0.2	-14	-4
Cc1cc(=O)n2[nH]c(Nc3cccc(Cl)c3)nc2n1	-12	·	-3	-16	-0.6	-5	-1
CCOc1ccccc1C(c1c(O)nc(SC)[nH]c1=O)c1c(O)nc(SC)[nH]c1=O	2	·	-2	5	-1.2	2	-1
CCOC(=O)N1CCC2CC1c1cc(-c3cccc(OC)c3)ccc12 (stereo not drawn)	19	3	3	-8	2.6	13	1
CCOc1ccc(NC(=O)N2CC(C)OC(C)C2)cc1 (stereo not drawn)	-8	3	·	28	-1.5	-10	16
O=C(Oc1ccc2ccc(=O)oc2c1)c1ccco1	10	-2	-3	-11	2.2	2	6

In another format: results already given
Cc1cc(=O)n2[nH]c(Nc3cccc(Cl)c3)nc2n1
  EWS-Fli inh: -12; INS-1E GSIS act: ·; miR-122 sensor: -3; PAX8 inh HTS: -16; CFTR F508del cor: -0.6; FN deposit inh: -5; DENV2 CPE rescue: -1

CCOc1ccccc1C(c1c(O)nc(SC)[nH]c1=O)c1c(O)nc(SC)[nH]c1=O
  EWS-Fli inh: 2; INS-1E GSIS act: ·; miR-122 sensor: -2; PAX8 inh HTS: 5; CFTR F508del cor: -1.2; FN deposit inh: 2; DENV2 CPE rescue: -1

CCOC(=O)N1CCC2CC1c1cc(-c3cccc(OC)c3)ccc12 (stereo not drawn)
  EWS-Fli inh: 19; INS-1E GSIS act: 3; miR-122 sensor: 3; PAX8 inh HTS: -8; CFTR F508del cor: 2.6; FN deposit inh: 13; DENV2 CPE rescue: 1

CCOc1ccc(NC(=O)N2CC(C)OC(C)C2)cc1 (stereo not drawn)
  EWS-Fli inh: -8; INS-1E GSIS act: 3; miR-122 sensor: ·; PAX8 inh HTS: 28; CFTR F508del cor: -1.5; FN deposit inh: -10; DENV2 CPE rescue: 16

(next part)
SMILES	EWS-Fli inh	INS-1E GSIS act	miR-122 sensor	PAX8 inh HTS	CFTR F508del cor	FN deposit inh	DENV2 CPE rescue
CCn1c(SCC(=O)NC2CC2)nnc1-c1csc(C)c1	4	1	·	·	-0.2	2	-5
Nc1cc(C(=O)OCC(=O)NCCNC(=O)COC(=O)c2ccc(Cl)c(N)c2)ccc1Cl	-4	10	1	6	-2.4	1	6
O=C(O)/C=C\C(=O)Nc1ccc(N2CCN(c3cccc(Cl)c3)CC2)cc1	-5	-7	·	12	-1.5	-7	7
Cn1c(CCNC(=O)C2CCCCC2)nc2cc(NC(=O)c3cccs3)ccc21	-10	7	·	17	0.5	0	12
Cc1cc(C)cc(NC(=S)N(C)C)c1	2	11	-6	1	1.7	0	1
CCOc1ccccc1Oc1coc2cc(OCC(=O)O)ccc2c1=O	5	-2	4	-1	1.8	-11	0
COc1ccc(CN(C)C[C@H]2OCCCC[C@@H](C)Oc3ccc(NC(=O)Cc4ccccc4)cc3C(=O)N([C@@H](C)CO)C[C@H]2C)cc1	-2	-13	3[16.7 µM]	-6	0.3	·	13
COc1ccc(S(=O)(=O)N(C)C[C@H]2Oc3cc(C#CC4CC4)ccc3S(=O)(=O)N([C@@H](C)CO)C[C@H]2C)cc1	16	8	66[16.7 µM]	·	1.0	4	-2
COc1ccc(S(=O)(=O)N2CCCCCC2)cc1N	1	17	·	17	-0.4	-4	-3
CCOC(=O)Cn1c2ccccc2c2nc(C)sc21	-6	7	·	-14	0.4	·	3
O=C(NC1CCCc2c1cnn2-c1ccccc1F)c1ccccc1N1CCOCC1 (stereo not drawn)	·	-7	·	0	-0.4	·	8
Cc1c(N(C)S(=O)(=O)c2cc(C(=O)NCC3CCCO3)ccc2Cl)c(=O)n(-c2ccccc2)n1C (stereo not drawn)	1	6	·	-7	-3.6	2	-5
COc1cc(/C=N/NC(=O)c2cccc(NC(=O)c3ccccc3Cl)c2)ccc1O	10	-12	5	19	-0.1	-12	-6
CC(=O)NC1C(Oc2ccc(C=O)cc2)OC(COC(C)=O)C(OC(C)=O)C1OC(C)=O (stereo not drawn)	6	2	·	6	2.7	-3	1
COc1cc(/C=C/c2ccc3cccc(OC)c3n2)c(O)c([N+](=O)[O-])c1	-3	3	·	1	-1.4	-2	-2
COc1ccc(NS(=O)(=O)c2cn(C)cn2)cc1	-10	-2	·	-18	0.5	1	11
C[C@H]1CN([C@@H](C)CO)C(=O)Cc2cc(NC(=O)CCN3CCOCC3)ccc2O[C@@H]1CN(C)Cc1ccc(C(=O)Nc2ccccc2N)cc1	11	6	·	-12	-0.2	·	-13
CCN(CC(=O)Nc1ccc2c(c1)OCCO2)Cc1cc(=O)oc2cc(C)c(C)cc12	·	8	32	·	·	-3	·
CC(C)c1ccc(NC(=O)CCN2C(=O)[C@@H]3Cc4ccccc4CN3C2=O)cc1	-13	16	·	16	0.7	-1	9
CNC(=S)NN=C(C)CCCC(C)=NNC(=S)NC	12	·	8	-2	3.1	·	-1
COc1ccccc1C(=O)NNC(=O)c1ccccc1[N+](=O)[O-]	-11	10	·	13	1.6	3	-4
COc1ccc(S(=O)(=O)N(C)C[C@H]2Oc3ccc(NC(=O)CCC(F)(F)F)cc3C(=O)N([C@H](C)CO)C[C@H]2C)cc1	-4	3	29[16.7 µM]	-1	0.1	-1	12

Source: PubChem (Broad Institute)

Hits appear at their usual frequency. About 3.9% of those tested had a hit in this group.
